High-throughput results: PubChem BioAssay, several laboratories
Scp1 inh – inhibitors of human Scp-1 phosphatase. Q9GZU7. Recombinant Scp1, phosphopeptide, malachite green phosphate absorbance. inhibition, % at 20 µM. hit rate 0.88% among 340,000;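 active = inhibition above about 50% at 20 µM, limit read from the data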;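 note: plate controls were DMSO wells with enzyme for no effect and wells lacking enzyme for full effect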
Target sequence (Q9GZU7 76-261 limits assumed): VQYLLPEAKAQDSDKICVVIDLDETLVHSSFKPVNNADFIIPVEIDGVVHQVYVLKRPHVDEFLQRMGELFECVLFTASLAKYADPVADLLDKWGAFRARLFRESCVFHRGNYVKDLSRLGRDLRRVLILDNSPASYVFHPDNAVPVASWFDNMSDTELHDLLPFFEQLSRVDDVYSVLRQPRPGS
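Incubation: 45 min enzyme reaction at room temperature / System: truncated SCP-1 phosphatase (76-261aa) / Reagent: Phospho 17-mer peptide substrate / Buffer or medium: Acidic Tris acetate buffer with magnesium and detergent / Signal: absorbance at 630 nm / Doses: one concentration, 20 µM, with 1.0% DMSO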
CSN deneddyl inh – inhibitors of human CSN-mediated cullin deneddylation. inhibition, % at 12.5 µM. hit rate 0.38% among 360,000. AID 651999. Purified CSN, SCF-Nedd8-OG deneddylation, fluorescence polarization;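 active = pattern-corrected inhibition above about 35%, with an unprinted fluorescence ratio check between 0.5 and 1.5, limit read from the data, passing the limit was not always enough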;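 note: 0% = enzyme with substrate and 100% = substrate without enzyme; some results filed as inactive read as strong as hits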
Target sequence (Q92905 whole entry, looked up, one chain of several): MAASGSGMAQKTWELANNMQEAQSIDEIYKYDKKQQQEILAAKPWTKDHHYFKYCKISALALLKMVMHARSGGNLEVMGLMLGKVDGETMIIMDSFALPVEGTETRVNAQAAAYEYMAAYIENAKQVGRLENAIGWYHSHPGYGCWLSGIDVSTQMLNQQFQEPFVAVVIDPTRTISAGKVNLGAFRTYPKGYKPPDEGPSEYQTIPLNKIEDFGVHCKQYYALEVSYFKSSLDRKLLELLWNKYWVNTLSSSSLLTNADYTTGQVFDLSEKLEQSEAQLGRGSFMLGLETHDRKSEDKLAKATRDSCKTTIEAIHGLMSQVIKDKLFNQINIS
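Assay system: HEK293T-derived human Csn5 enzyme; quantity: 0.24 nM enzyme; medium: Tris/NaCl/DTT buffer, pH 7.5; also added: substrate SCFSkp2-Nedd8OG, 10 nM; doses: 12.5 µM compound; schedule: 90 min reaction at room temperature; signal: FP; read-out: % inhibition of substrate cleavage by Csn5; benchmarks: substrate-only high control, full reaction low control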
DNMT1 inh – DNMT1 (human) enzyme inhibition; P26358; DNMT1 molecular beacon, Hinp1I cleavage, fluorescence; inhibition (reported as % activation of signal), % at 10 µM; hit rate 0.83% among 360,000; AID 588458; in the data active = inhibition above about 50%
Rpn11 block – Rpn11 (human) deubiquitinase inhibition; O00487; human 26S proteasome, Ub4-pepOG fluorescence polarization; 20S core pre-blocked with epoxomicin; calls only at 20 µM; hit rate 0.59% among 360,000;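 active = inhibition at 20 µM, scaled to each plate's controls, above about 33%, limit read from the data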
TbMetRS inhib – blocks T. brucei methionyl-tRNA synthetase activity; purified T. brucei MetRS, ATP depletion, Kinase-Glo luminescence; inhibition, % at 11.9 µM; hit rate 0.4% among 360,000;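 active = inhibition above a per-plate cutoff of the control wells' mean inhibition plus 3 SD, cut at about 5.5% in these data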;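 note: 0% = DMSO wells median and 100% = median of wells with control inhibitor compound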
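assay system = parasite MetRS enzyme | timing = 15 min preincubation, 2 h reaction, all 25 °C | evaluation = percent inhibition relative to median high and low control wells | medium = HEPES buffer containing pyrophosphatase, BSA, spermine, DTT | compound = single dose, 11.9 µM final nominal, 0.9% final DMSO | detection = Kinase-Glo luminescence, ATP depletion format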
LMPTP inh – LMPTP (human) inhibition; P24666; recombinant LMPTP-A, OMFP fluorogenic substrate, fluorescence intensity; inhibition, % at 20 µM; hit rate 0.22% among 360,000; AID 651560;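 active = compounds that cut the enzyme signal by at least half of the control window in the single-dose screen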;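 note: plate controls were DMSO wells with enzyme plus substrate for no effect and substrate without enzyme for full effect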
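Test system – LMPTP-A phosphatase enzyme · Quantity – 0.625 nM LMPTP-A final · Reagent – OMFP substrate, 400 µM final · Dosing – one test concentration per compound, 20 µM, with 3% DMSO overall · Timing – 50 min enzyme reaction at room temperature, protected from light · Detection – fluorescence intensity · Controls – substrate-only low control, DMSO enzyme-plus-substrate high control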
STEP inh – inhibitors of human striatal-enriched phosphatase STEP; P54829; recombinant STEP, OMFP fluorogenic substrate, fluorescence; inhibition, % at 20 µM; hit rate 0.25% among 360,000; AID 588621;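 active = inhibition at 20 µM, scaled per plate between control wells, above about 37%, limit read from the data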;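 note: 0% = DMSO with enzyme and substrate and 100% = substrate only without enzyme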
Target sequence (P54829 whole entry, looked up): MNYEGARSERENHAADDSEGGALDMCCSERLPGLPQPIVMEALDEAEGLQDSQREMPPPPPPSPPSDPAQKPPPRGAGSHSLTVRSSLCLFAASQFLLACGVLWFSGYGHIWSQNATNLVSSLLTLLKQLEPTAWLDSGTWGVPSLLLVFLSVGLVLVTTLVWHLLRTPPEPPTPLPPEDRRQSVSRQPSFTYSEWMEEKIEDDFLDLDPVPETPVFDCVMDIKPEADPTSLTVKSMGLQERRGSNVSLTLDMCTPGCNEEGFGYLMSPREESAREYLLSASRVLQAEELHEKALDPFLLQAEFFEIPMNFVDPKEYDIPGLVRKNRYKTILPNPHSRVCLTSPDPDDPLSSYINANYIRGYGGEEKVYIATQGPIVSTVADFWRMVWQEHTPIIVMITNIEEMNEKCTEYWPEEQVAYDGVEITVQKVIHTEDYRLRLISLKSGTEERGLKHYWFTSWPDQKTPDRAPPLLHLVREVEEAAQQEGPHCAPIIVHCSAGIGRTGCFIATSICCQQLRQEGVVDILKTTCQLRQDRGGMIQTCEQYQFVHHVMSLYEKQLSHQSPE
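Assay system: isolated STEP enzyme / Timing: 20 min at room temperature, dark / Doses: 20 µM, 1% DMSO / Technique: fluorescence intensity, excitation 480 nm, emission 540 nm / Reagent: fluorogenic phosphatase substrate OMFP at 25 µM final / Measure: percent inhibition scaled to no-enzyme and uninhibited-enzyme controls, plate-pattern corrected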
SUMO1-SIM PPI – SUMO1-SIM interaction modulation; P63165; SUMO1 binding to a labelled peptide, TR-FRET, 1 h; inhibition, % at 20 µM; hit rate 0.33% among 360,000; in the data active = inhibition above about 37%
NadD inh – blocks S. aureus nicotinate mononucleotide adenylyltransferase. purified NadD enzyme, colorimetric absorbance read-out. hit rate 0.78% among 360,000. inhibition, % at 20 µM; in the data active = inhibition above about 26%; note: some compounds past the cut are filed as inactive
MsrA inh – bovine MsrA inhibition; inhibition, % at 15.5 µM; purified bovine MsrA, absorbance read-out; AID 651718; hit rate 0.75% among 360,000; in the data active = inhibition above about 4.5%;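 note: 0% = vehicle wells with enzyme and 100% = reference inhibitor wells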
* hit, by the source's call; i = inactive; / = no result given.

| structure | LMPTP inh | Rpn11 block | MsrA inh | DNMT1 inh | TbMetRS inhib | CSN deneddyl inh | STEP inh | Scp1 inh | SUMO1-SIM PPI | NadD inh |
| --- | --- | --- | --- | --- | --- | --- | --- | --- | --- | --- |
| CCN(CC)S(=O)(=O)c1ccc(N2CCOCC2)c(NC(=O)COc2ccc(Cl)cc2)c1 | 3.1 | i | -0.5 | 0 | 0.1 | 3 | 3 | -11 | 2 | -5 |
| O=C(CCc1nc(-c2ccc(Cl)cc2)no1)NC1CCCC1 | -0.4 | i | -0.3 | 0 | -0.4 | 6 | -2 | -13 | 0 | -4 |
| Cc1cc(/C=C2/C(=N)N3C(=NC2=O)SN=C3S(C)(=O)=O)c(C)n1-c1ccc(F)cc1 | 1.4 | i | 2.1 | -3 | -0.3 | 2 | 0 | 1 | -8 | 17 |
| O=C(Nc1cccc(Cl)c1)N1CCc2ccccc2C1 | 0.0 | i | 0.7 | 1 | -0.1 | 2 | 2 | -11 | 1 | -13 |
| CC(C)c1cc(C(N)=O)c(NC(=O)c2cccc(COc3ccc(Cl)cc3)c2)s1 | 5.0 | i | 1.9 | -4 | -1.0 | 4 | -2 | -12 | 2 | -11 |
| CC(CCc1ccccc1)NC(=O)CC(C)c1ccccc1 (configuration not stated) | 0.8 | i | -0.4 | 1 | 0.3 | 1 | 2 | -2 | 3 | -3 |
| COc1ccccc1/C=N/n1nnnc1N | -1.1 | i | 0.9 | -2 | -0.8 | -3 | -1 | -2 | -10 | 0 |
| O=C(C1=NNC2C(=O)N(c3ccccc3)C(=O)C12)c1nc(Cl)ccc1Cl (configuration not stated) | -2.3 | i | 3.2 | 1 | -1.6 | -2 | -2 | -4 | -8 | 0 |
| CCn1c(=O)c(C(=O)NCc2ccccc2Cl)c(O)c2ccccc21 | 3.6 | i | -1.3 | -3 | -0.3 | 2 | 2 | -11 | 2 | 4 |
| Cc1cccn2c(=O)c3cc(C(=O)N4CCCCC4)sc3nc12 | 1.0 | i | 0.0 | 2 | 0.2 | 4 | -1 | -5 | -26 | -8 |
| O=C(c1ccc([N+](=O)[O-])cc1)N(C1=NCCCCS1)c1ccccc1 | -0.1 | i | 0.5 | 1 | -0.5 | 0 | 0 | -8 | -18 | 3 |
| COc1ccc(NC(=S)N2CCc3ccccc3C2)cc1 | -0.1 | i | -0.4 | -1 | 0.1 | -8 | 1 | -1 | -1 | 1 |
| O=C(NCc1cccnc1)C(=O)N/N=C/c1ccc([N+](=O)[O-])cc1 | 0.6 | i | 4.5 | -1 | -0.8 | 7 | -2 | 2 | -32 | 0 |
| COc1cc(C(O)c2nc(-c3ccc4ccccc4c3)cs2)ccc1F (configuration not stated) | 3.4 | i | 1.3 | -13 | -0.2 | -1 | 0 | / | -9 | -3 |
| CCN(CC)CC(O)CN1C(=O)NC(C)(C)C1=O (configuration not stated) | 1.0 | i | 0.8 | 2 | -0.2 | -6 | -1 | 3 | 3 | -8 |

Part of the list above, showing only Scp1 inh and DNMT1 inh:
SMILES	Scp1 inh	DNMT1 inh
CCn1c(=O)c(C(=O)NCc2ccccc2Cl)c(O)c2ccccc21	-11	-3
Cc1cccn2c(=O)c3cc(C(=O)N4CCCCC4)sc3nc12	-5	2
O=C(c1ccc([N+](=O)[O-])cc1)N(C1=NCCCCS1)c1ccccc1	-8	1
COc1ccc(NC(=S)N2CCc3ccccc3C2)cc1	-1	-1
O=C(NCc1cccnc1)C(=O)N/N=C/c1ccc([N+](=O)[O-])cc1	2	-1
COc1cc(C(O)c2nc(-c3ccc4ccccc4c3)cs2)ccc1F (configuration not stated)	/	-13
CCN(CC)CC(O)CN1C(=O)NC(C)(C)C1=O (configuration not stated)	3	2

The main list resumes; the 2 compounds before the break are reprinted first.
| structure | LMPTP inh | Rpn11 block | MsrA inh | DNMT1 inh | TbMetRS inhib | CSN deneddyl inh | STEP inh | Scp1 inh | SUMO1-SIM PPI | NadD inh |
| --- | --- | --- | --- | --- | --- | --- | --- | --- | --- | --- |
| COc1cc(C(O)c2nc(-c3ccc4ccccc4c3)cs2)ccc1F (configuration not stated) | 3.4 | i | 1.3 | -13 | -0.2 | -1 | 0 | / | -9 | -3 |
| CCN(CC)CC(O)CN1C(=O)NC(C)(C)C1=O (configuration not stated) | 1.0 | i | 0.8 | 2 | -0.2 | -6 | -1 | 3 | 3 | -8 |
| CCOC(=O)C1CCN(C(=O)Nc2ccc3oc(C)nc3c2)CC1 | 2.8 | i | 0.2 | -14 | -0.3 | 3 | 0 | -5 | -5 | 3 |
| Cc1ccc(-c2nnc(N3CCC(C)CC3)c3ccccc23)cc1C | 6.3 | i | 0.1 | 1 | -1.1 | 12 | 4 | 15 | 2 | 6 |
| Cc1ccccc1OCC(=O)OCC(=O)Nc1ccc(S(N)(=O)=O)cc1 | -0.6 | i | -1.2 | 9 | -0.1 | -2 | 2 | -7 | 2 | 2 |
| O=C(c1ccc(N2CCCCS2(=O)=O)cc1)N1CCN(c2ccccc2F)CC1 | 1.3 | i | -0.1 | 0 | 0.1 | 3 | 8 | 0 | 1 | 1 |
| Cc1cc(C)cc(N(CC(=O)NC2CCCCC2)C(=O)c2csnn2)c1 | -1.1 | i | 0.6 | 1 | -0.2 | -6 | -2 | 0 | 1 | 1 |
| CNC(=S)Nc1cc(C)ccc1OC(F)F | -0.6 | i | 0.4 | 4 | -0.2 | 7 | 1 | -3 | 0 | -6 |
| Cc1c(C(=O)N2CCOCC2)c(S(=O)(=O)Nc2ccc(C(C)C)cc2)c(C)n1C | -1.5 | i | -0.7 | 0 | -0.2 | 0 | -2 | 30 | 4 | -4 |
| Cc1cc(=O)n2[nH]c(C)c(-c3ccc(Cl)cc3)c2n1 | -1.2 | i | -1.2 | 2 | -0.2 | 5 | 6 | 41 | -30 | 0 |
| COCCN1CCN(C(=O)C2CCC(=O)N(Cc3ccc(Cl)cc3)C2)CC1 (configuration not stated) | -1.3 | i | -1.1 | 1 | -0.7 | 5 | -2 | -3 | 0 | -5 |
| CC1C(=O)N2CCCc3cc(NC(=O)C(=O)NCc4ccc5c(c4)OCO5)cc1c32 (configuration not stated) | 2.3 | i | -0.4 | -1 | -0.3 | -1 | -2 | -11 | 2 | 7 |
| CSCCC(NC(=O)c1ccccc1Cl)C(=O)NCC(c1ccco1)N1CCCCC1 (configuration not stated) | -1.1 | i | 1.0 | -1 | 0.1 | -5 | -3 | -5 | 2 | -2 |
| O=C(O)c1ccc(Nc2nc3ccccc3nc2NS(=O)(=O)c2ccc(F)cc2)cc1 | 0.3 | i | 2.2 | -1 | 0.1 | -3 | -1 | -8 | -2 | 6 |
| Cc1ccc(S(=O)(=O)NN2C(=O)/C(=C/c3cccs3)SC2=S)cc1 | 1.1 | i | 1.6 | 3 | -0.4 | 7 | -1 | 3 | -11 | 5 |
| NC(=O)c1cc(S(=O)(=O)NCc2ccc(F)cc2)cs1 | -0.5 | i | -0.5 | -1 | -0.1 | -3 | -2 | -5 | 2 | -1 |
| COC(=O)c1ccc(C(=O)OC)c(NC(=O)CN(C)Cc2cccc(Cl)c2Cl)c1 | 3.6 | i | 0.9 | 2 | -0.5 | -4 | -1 | 0 | -1 | 2 |

Following part:
| structure | LMPTP inh | Rpn11 block | MsrA inh | DNMT1 inh | TbMetRS inhib | CSN deneddyl inh | STEP inh | Scp1 inh | SUMO1-SIM PPI | NadD inh |
| --- | --- | --- | --- | --- | --- | --- | --- | --- | --- | --- |
| COc1ccc(S(=O)(=O)N2CCOCC2)cc1C(=O)Nc1cc(C)on1 | -1.6 | i | 0.7 | -1 | -0.5 | -2 | 3 | -7 | 1 | 5 |
| O=C(NNc1c([N+](=O)[O-])cc(C(F)(F)F)cc1[N+](=O)[O-])c1ccco1 | -0.1 | i | 0.8 | 2 | -0.2 | -3 | -1 | -5 | -33 | -3 |
| CCc1nnc(NC(=O)C2CCC2)s1 | 0.5 | i | -0.8 | 1 | -1.0 | 3 | -3 | 5 | -3 | -2 |
| CSc1nc(N2CCOCC2)c2ccccc2n1 | 0.4 | i | 0.5 | 4 | -0.9 | 2 | 2 | -4 | 0 | 9 |
| COc1cc(C(=O)NN2C(=O)NC3(CCC(C)CC3)C2=O)ccc1OC(F)F (configuration not stated) | -3.3 | i | 1.4 | 3 | -0.2 | 0 | -1 | -10 | 4 | -2 |
| Cc1nc(Sc2cccn2C)c(C(F)(F)F)c(=O)[nH]1 | -2.8 | i | 1.5 | -5 | -0.4 | 4 | 1 | 2 | 5 | -5 |
| Cc1cc(=O)oc2cc(OCC(=O)OC(C)C(=O)Nc3ccc(S(N)(=O)=O)cc3)ccc12 (configuration not stated) | -2.5 | i | 0.5 | -5 | 0.2 | 0 | 2 | -5 | -1 | -3 |
| COc1ccc(NC(=O)C2(C)CCCN(C(C)C)C2)cc1OC (configuration not stated) | -0.9 | i | 0.0 | -1 | -0.3 | -3 | 1 | / | 5 | 3 |
| CCN1CCCC1CNC(=O)C(=O)Nc1ccccc1OC (configuration not stated) | -2.5 | i | 0.1 | 2 | 0.7 | -1 | 0 | 0 | 2 | 2 |
| Cc1cc(S(=O)(=O)N2CCN(c3ccccc3F)CC2)ccc1-n1cnnn1 | 0.0 | i | 0.4 | 1 | -0.2 | 2 | -2 | 5 | -3 | 2 |
| O=C(O)c1oc2ccccc2c1CSc1ccccn1 | -0.8 | i | 0.4 | 5 | -0.4 | -1 | -3 | -15 | 14 | 3 |
| O=C(CSc1nnc(-c2ccccc2)n1-c1ccc(Cl)cc1)N/N=C/c1ccco1 | 0.6 | i | -0.3 | 0 | -0.2 | -10 | -2 | -7 | -10 | 3 |
| O=C(N/N=C/c1ccc2c(c1)OCO2)c1cc(-c2ccncc2)nc2ccccc12 | 1.6 | i | 2.1 | -4 | -0.2 | -2 | 2 | -7 | -2 | 12 |
| O=C(CCCSc1nc2ccccc2c(=O)[nH]1)c1ccc(F)cc1 | 1.1 | i | -0.1 | 0 | -0.3 | 0 | 0 | -6 | -3 | -3 |
| COc1ccccc1OCC(=O)Nc1ccc(S(=O)(=O)Nc2nccs2)cc1 | -1.0 | i | 0.1 | 1 | 0.0 | 2 | 2 | -5 | 11 | -7 |
| N#Cc1ccc(S(=O)(=O)N2CCC(C(=O)Nc3cccc(C(=O)NC4CC4)c3)CC2)cc1 | -0.8 | i | -0.4 | -1 | -0.3 | 2 | -1 | -8 | -3 | -3 |

Outcome played no part in choosing rows; about 3.9% have a hit in one of these screens.
